High-throughput results: PubChem, Sanford-Burnham Center for Chemical Genomics
Apaf1 inhib – blocks human Apaf-1 apoptosome activity; 330,000 tested, 0.71% active; O14727; reconstituted apoptosome caspase-3 activity, DEVD-Rh110 fluorescence; inhibition, % at 20 µM; active means inhibition of at least 40% at 20 µM;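 further: plate controls were DMSO wells for no effect and DEVD-CHO caspase inhibitor wells for full effect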
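detection = Rh110 fluorescence intensity | test system = biochemical Apaf-1 apoptosome reconstitution | also added = cytochrome c and DEVD-Rh110 substrate | schedule = 30 min plus 50 min, RT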
SENP6 block – SENP6 protease inhibition; Q9GZR1; 330,000 tested, 1.8% active; AID 2599; inhibition, % at 10 µM; Recombinant SENP6 catalytic domain, aminoluciferin luminescence;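 active means inhibition above about 50% at the single tested dose, limit read from the data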;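 further: plate controls were DMSO wells with enzyme for no effect and DMSO wells lacking enzyme for full effect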
NALP3 yeast inh – blocks the NALP3 inflammasome reconstituted in yeast | Yeast reconstituted NLRP3/ASC/caspase-1, beta-gal luminescence, 24 h | inhibition, % at 10 µM | 330,000 tested, 0.39% active;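 active means inhibition of 50% or more; inactive means inhibition below 50%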;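 further: plate controls were induced DMSO wells for no effect and uninduced yeast grown without galactose for full effect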
SENP8 block-1 – inhibitors of human SENP8 protease | purified SENP8, Z-RLRGG-aminoluciferin cleavage, luminescence | Q96LD8 | inhibition, % at 10 µM | 330,000 tested, 1.2% active | AID 2540; in the data active means inhibition above about 50%
Target sequence (Q96LD8 whole entry, looked up): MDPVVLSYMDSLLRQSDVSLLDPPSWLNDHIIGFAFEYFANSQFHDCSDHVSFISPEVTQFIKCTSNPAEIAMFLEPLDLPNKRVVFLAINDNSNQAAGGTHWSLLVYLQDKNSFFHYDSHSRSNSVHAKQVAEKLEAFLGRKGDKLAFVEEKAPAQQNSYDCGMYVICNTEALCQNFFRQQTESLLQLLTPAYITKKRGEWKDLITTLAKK
SENP7 inh – inhibitors of human SENP7 protease; recombinant SENP7, Z-RLRGG-aminoluciferin luminescence, 40 min; inhibition, % at 5 µM; 330,000 tested, 1.5% active;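 active means inhibition above about 50% at the single test dose, limit read from the data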;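 further: plate controls were DMSO with enzyme for no effect and no enzyme buffer wells for full effect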
Target sequence (Q9BQF6 706-1050 limits assumed): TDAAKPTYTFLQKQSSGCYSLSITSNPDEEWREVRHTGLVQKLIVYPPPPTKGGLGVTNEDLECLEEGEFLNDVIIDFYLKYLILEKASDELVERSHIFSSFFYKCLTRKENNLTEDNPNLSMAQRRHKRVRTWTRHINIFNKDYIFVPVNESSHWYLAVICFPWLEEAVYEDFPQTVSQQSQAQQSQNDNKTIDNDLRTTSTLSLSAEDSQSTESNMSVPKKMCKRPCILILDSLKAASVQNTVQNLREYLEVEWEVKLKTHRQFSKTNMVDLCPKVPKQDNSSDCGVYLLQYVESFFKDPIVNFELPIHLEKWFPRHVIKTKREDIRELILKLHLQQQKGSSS
HKDC1 inh – HKDC1 (human) hexokinase inhibition; Q2TB90; inhibition, % at 20 µM; 340,000 tested, 0.16% active; AID 493160; recombinant HKDC1, G6PDH/diaphorase resazurin coupled fluorescence;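 active means inhibition above about 35% when tested at 20 µM, limit read from the data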;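 further: plate controls were DMSO wells with enzyme for no effect and DMSO wells lacking enzyme for full effect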
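Material – in-house recombinant HK5 (HKDC1) enzyme · Quantity – HKDC1 at 5 µg/mL · Buffer or medium – pH 8.0 Tris buffer with 10 mM MgCl2 · Reagent – glucose with 1 mM ATP · Dosing – single 20 µM dose · Times – reaction time 90 min, room temperature, protected from light · Technique – resorufin fluorescence at 613 nm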
SENP1 FRET inh – blocks the human SENP1 SUMO protease catalytic domain; Q9P0U3; recombinant SENP1 catalytic domain, CyPet-SUMO1-YPet FRET cleavage; inhibition, % at 10 µM; 360,000 tested, 0.21% active; AID 624204;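 active means inhibition at least 30% at 10 µM, raw YFP signal under a set limit, fluorescence ratio 0.5 to 1.5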;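 further: 0% = enzyme with DMSO and 100% = no enzyme wells; some results filed as inactive read as strong as hits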
Target sequence (Q9P0U3 419-644 limits assumed): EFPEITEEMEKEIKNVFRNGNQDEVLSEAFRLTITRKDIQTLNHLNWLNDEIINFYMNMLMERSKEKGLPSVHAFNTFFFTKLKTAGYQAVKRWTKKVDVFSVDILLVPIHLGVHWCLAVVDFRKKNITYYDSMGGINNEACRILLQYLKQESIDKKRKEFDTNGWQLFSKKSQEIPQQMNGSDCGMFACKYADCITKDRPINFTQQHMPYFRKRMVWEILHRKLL
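Material – human SENP1 catalytic domain · Input – SENP1 enzyme, 20 pM final · Compound dosing – single concentration of 10 µM compound, 0.5% DMSO final · Timing – enzyme reaction for 50 min at room temperature, dark · Measured by – FRET fluorescence in CFP and YFP emission channels · Control set – no-enzyme wells low, DMSO-plus-enzyme wells high control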
PfGluPho inh – PfG6PD (Plasmodium falciparum) enzyme inhibition; PfGluPho enzyme, NADPH resazurin-diaphorase fluorescence; inhibition, % at 20 µM; 350,000 tested, 0.78% active;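 active means inhibition reaching at least a set limit at 20 µM in the primary screen, cut at about 59% in these data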;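 further: 0% = DMSO wells with substrate and 100% = DMSO wells lacking glucose-6-phosphate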
SENP8 block-2 – blocks human SENP8 cleavage of Nedd8 substrate | Q96LD8 | inhibition, % at 20 µM | AID 602440 | recombinant SENP8, Nedd8 substrate fluorescence | 360,000 tested, 0.64% active; in the data active means inhibition mostly above about 40%, no sharp cut-off; inactive means mostly below about 27%
An asterisk follows results filed as active; . = not tested or not shown.

Under each structure – Apaf1 inhib, SENP6 block, NALP3 yeast inh, SENP8 block-1, SENP7 inh, HKDC1 inh, SENP1 FRET inh, PfGluPho inh, SENP8 block-2
COc1cc(NC(=S)NCCC(c2ccccc2)c2ccccc2)cc(OC)c1
    15, 5, 21, 2, 5, 1, 1, 14, 12
CSc1c(-c2ccccn2)c(N)nn1C(=O)C1CCC1
    -15, 6, 11, 1, 4, -6, 0, 7, 11
O=C(Nc1ccc(N2CCOCC2)cc1)C1CCCCC1
    1, -9, 17, -6, -2, 3, 2, 17, 24
CCn1c(N)c(C(=O)NCCCOC)sc1=S
    6, -20, -5, -8, -5, -4, 1, 65*, 24
COc1ccc(OC)c(NC(=O)CN2C(=O)C(=O)N(Cc3ccccc3)C2=O)c1
    3, 12, 12, 3, 2, -2, 5, -4, 5
CC(C)(C)c1ccc(/C=N/N2CCN(c3ccccn3)CC2)cc1
    10, 12, 20, -3, 2, 0, -3, 8, 3
O=S(=O)(c1ccc2ccccc2c1)N1CCN(S(=O)(=O)N2CCOCC2)CC1
    -3, -3, 24, 5, 0, -7, 1, -2, 11
CC1(C)C(C#N)=C(N)OC2=C1C(=O)CCC2
    5, -16, 12, -26, 1, 4, -6, -2, 7
CC(C)NC[C@H](O)COc1ccc(CC(N)=O)cc1
    -11, -12, 19, 6, -10, 1, 0, 6, 0
O=C(O)c1cc2nc(-c3ccccc3)cc(C(F)(F)F)n2n1
    12, 3, 0, -9, -7, 0, 0, 4, -12
CC(=O)Nc1ccc(C(=O)/C=C/c2ccco2)cc1
    3, -28, -12, -14, -6, 8, 0, 30, -38
O=C1CCc2cc(S(=O)(=O)NC(Cc3ccccc3)C(=O)NC3CCCCC3)ccc2N1 (stereo not drawn)
    -4, -8, -3, -1, 6, ., -1, ., 17
COc1ccc(-c2cc(C(F)(F)F)nc(S(=O)(=O)CCCC(=O)Nc3cccnc3Cl)n2)cc1OC
    ., ., ., ., ., 4, -3, 5, -476
CCc1nc(SCC(=O)c2cc(C)ccc2C)n[nH]1
    12, 0, 16, -4, 9, -7, 5, 39, 7
COCCN1C2=C(C(=O)CC(C)(C)C2)C(c2ccc(O)c(OC)c2)C2=C1CC(C)(C)CC2=O
    2, -4, 9, 2, 3, -1, -64, -1, -114
OC(COC(c1ccc(Cl)cc1)c1ccc(Cl)cc1)CN1CCc2ccccc2C1 (stereo not drawn)
    11, -5, 31, 2, 2, 8, 0, 25, -4
O=S(=O)(NCCN1CCCC1)c1ccc(Br)cc1
    1, 9, 8, 3, -5, -9, -1, 9, 22
Cc1ccc2[nH]c3c(c2c1)CCCC3NC(=O)CCl (stereo not drawn)
    -21, -8, 19, -5, -9, 6, -1, 5, 4
COc1ccc(N(C(C)C(=O)N/N=C/c2ccc(OC)c(OC)c2)S(C)(=O)=O)cc1 (stereo not drawn)
    -5, 3, 9, -4, -11, -9, 0, 5, 12
O=C(Cn1cnc2ccccc2c1=O)NCC1COc2ccccc2O1 (stereo not drawn)
    -5, -25, 1, 0, -2, 9, -1, 2, 22
COc1cccc(OCc2cc(C(=O)NC(C)c3cnn(C)c3C)no2)c1 (stereo not drawn)
    -2, -23, 12, -19, 7, 4, 2, -16, -5
c1ccc(-c2noc(CN3CCOCC3)n2)cc1
    4, -5, 4, -12, -1, -10, 1, -19, 4
Nc1ccccc1N1C(=O)c2cccc3cccc(c23)C1=O
    -7, 8, 2, 2, -2, -8, -48, -1, -7
CCOC(=O)c1cc(-c2ccc(C)cc2)n(CCC(=O)NCCCOC)c1C
    1, -21, 11, -3, -7, 1, -1, 12, 15
Cc1ccnc(NC(=O)c2cccc(NC(=O)c3ccc(Cl)c(Cl)c3)c2)c1
    ., ., ., ., ., 1, 3, -6, 17
CCN(Cc1ccc(NC(C)=O)cc1)CC1CCCN(CCc2cccc(OC)c2)C1 (stereo not drawn)
    -8, 8, 24, -11, 16, -2, 1, -13, 11
COCCC(=O)N1CCCC(C(=O)c2ccc3c4c(cccc24)CC3)C1 (stereo not drawn)
    7, 4, 12, 3, 10, -6, 2, -5, -25
CC(=O)c1ccc(Sc2ccc(C(C)=O)cc2)cc1
    14, 0, 8, -3, -2, -7, 1, -3, -3
COc1ccc(/C=N/N=C/c2ccc(OC)c(OC)c2)cc1OC
    12, -20, -2, -8, -15, -4, 2, -1, 39
Cc1ccc2nc3sc(C(=O)N4CCCc5ccccc54)c(N)c3cc2c1
    7, -14, 20, -4, 8, 6, 70, 33, 20

Just PfGluPho inh and Apaf1 inhib, for 3 of the compounds above:
Compound	PfGluPho inh	Apaf1 inhib
COCCN1C2=C(C(=O)CC(C)(C)C2)C(c2ccc(O)c(OC)c2)C2=C1CC(C)(C)CC2=O	-1	2
OC(COC(c1ccc(Cl)cc1)c1ccc(Cl)cc1)CN1CCc2ccccc2C1 (stereo not drawn)	25	11
O=S(=O)(NCCN1CCCC1)c1ccc(Br)cc1	9	1

Remaining list, next part
Under each structure – Apaf1 inhib, SENP6 block, NALP3 yeast inh, SENP8 block-1, SENP7 inh, HKDC1 inh, SENP1 FRET inh, PfGluPho inh, SENP8 block-2
Cc1cc(Br)ccc1NC(=O)CN(C)C(=O)CN1C(=O)NC2(CCCC2)C1=O
    -2, -1, -1, 3, 8, 0, 0, 0, 27
COc1ccc(S(=O)(=O)CCc2nnc(NC(C)=O)s2)cc1
    -7, -22, -1, -15, 0, -10, 3, -13, 7
COc1cc(C2CC(=O)N3CN(c4ccccc4C)CSC3=C2C#N)cc(OC)c1OC (stereo not drawn)
    33, 36, 2, 10, 23, ., ., ., .
O=C(O)c1ccc(N/N=C/c2ccc3c(c2)OCO3)cc1
    6, 97*, -4, 98*, 100*, 9, 2, 7, -244
NC(N)=N/N=C/c1cccc(Cl)c1Cl
    -13, 10, 18, 3, 3, -1, 2, 3, 14
O=C(NS(=O)(=O)c1ccc2c(c1)OCCO2)c1ccccc1
    2, 6, -1, -12, -10, -4, 1, -36, 13
C/C(=N/NC(=O)c1ccc2c(c1)OCO2)c1cccc(NC(=O)C(C)(C)C)c1
    -3, 0, 15, -10, 3, -10, 1, -8, 14
CC(C)NC(=O)CC(=O)N/N=C\c1ccccc1C(=O)O
    14, 17, 12, 0, -2, -8, 1, -4, 6
Cc1cccc(NC(=O)Nc2ccc3c(c2)OCO3)n1
    6, -17, 43, 13, 17, -8, -1, 24, 14
COc1ccc(CN2CCCC(C(=O)N3CCCCC3)C2)cc1OC (stereo not drawn)
    -6, 11, 11, 3, 5, 1, 2, -12, 9
COC(=O)[C@@]12CCCCN1[C@H](c1ccc(-c3ccccc3)cc1)[C@H]1C(=O)N(C)C(=O)[C@H]12
    21, -6, 19, 0, -13, 8, 1, 18, -3
CCCCC(=O)OCC(=O)N1N=C(c2c[nH]c3ccccc23)C(O)C1c1ccc(OC)cc1 (stereo not drawn)
    39, -30, -4, -6, -13, 5, -4, 28, -116
Cc1nc2nc3c(c(=O)n2[nH]1)CCC3
    6, 2, -6, 5, 4, -2, 1, 6, 17
CS(=O)(=O)c1ccc(NS(=O)(=O)c2ccc(Cl)c(C(=O)NC3=NCCS3)c2)cc1
    -10, 4, 4, 5, 0, -6, 2, -14, 8
CCN(CC)C(=O)C1CCCN(Cc2cccc(F)c2)C1 (stereo not drawn)
    -11, -10, 1, 2, -6, -2, 0, -8, 24
CN(CC(=O)Nc1nc2ccc(F)cc2s1)S(=O)(=O)c1ccc(Cl)cc1
    -5, -6, 20, -7, 0, 2, -9, 20, -1
CSCC[C@H](NC(=O)Nc1ccccc1C)C(=O)O
    -10, -18, -1, 0, 7, 5, 1, 1, 27
Nc1nc(SCC(=O)Nc2cc(C(F)(F)F)ccc2N2CCOCC2)n[nH]1
    -10, 20, 6, 5, -2, -6, 0, 0, 11
CC1CC(C)CN(C(=O)c2cc3c(s2)CCC3)C1 (stereo not drawn)
    7, 16, 26, -17, -10, -3, 1, 8, 26
CCOC(CCc1c(C)nc(NC(C)=O)[nH]c1=O)OCC
    ., ., ., ., ., 4, 0, -5, 12
O=C(c1ccc([N+](=O)[O-])cc1)n1nc(-c2ccccc2)nc1NCc1ccccc1
    8, 0, 14, 1, 5, 3, 3, -26, 0
CN(C)CCN1C(=O)C(O)=C(C(=O)c2ccco2)C1c1ccccc1F (stereo not drawn)
    7, -28, 5, 1, 6, 2, 0, 10, 19
CCOC(=O)c1[nH]c(C)c(C(=O)NCc2cccnc2)c1C
    -4, -9, -1, -7, 1, -1, -1, 3, 15
Cc1ccc(-c2csc3nc[nH]c(=O)c23)cc1
    -1, -3, 19, -4, -6, -7, -1, 0, 1
Clc1ccc2c(SCC3CO3)c3ccccc3nc2c1 (stereo not drawn)
    ., ., ., ., ., 17, -115, 18, -456
O=C(Cn1cc([N+](=O)[O-])cn1)NC1CCCCCC1
    -7, -6, 11, 1, 7, 3, 3, -23, 5
COc1ccc(NS(=O)(=O)c2ccc(N3CCCC3=O)cc2)cn1
    -3, -20, 1, 1, 1, -6, 0, -2, 2
CCCN1Cc2cccc(C(=O)NCc3ccc4c(c3)OCO4)c2C1=O
    3, -3, 13, 8, 4, -6, 1, 7, 22
Cn1c(=O)n(CCCOc2ccc(Br)cc2)c2ccccc21
    14, -21, 19, 5, -2, -4, -1, -11, 18
Cn1nc(C(F)(F)F)c(-c2ccccc2)c1NC(=O)CCC(=O)O
    -17, -23, 9, -1, 2, 0, -2, 6, 28
CCOc1ccc(C2=NNC(c3cccnc3)=Nc3ccc(OC)cc32)cc1
    8, -11, 17, -14, -7, 1, 6, 9, 15
CCC(C(=O)O/N=C(\N)c1ccc(Cl)cc1)c1ccccc1 (stereo not drawn)
    16, -13, -10, -13, -7, 1, 0, 17, 19
